# Source: PubChem BioAssay
# GALK inhibitor: qHTS Assay for Inhibitors of Human Galactokinase (GALK) | P51570 | Purified GALK, Kinase-Glo residual ATP luminescence | Potency, µM (titrated, usually from 57.5 µM), for inactives: at the highest dose activity change, negative = inhibition, hits mostly inhibitors | 270,000 compounds, 0.007% hits | AID 1868, 2009; also: potency is read from the fitted curve at half-maximal effect
#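 Luminescence from leftover ATP (Ultra-Glo luciferase/luciferin) served as read-out after a 1 h room-temperature reaction of 5 nM GALK with 35 uM ATP and 100 uM galactose.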
# Eya2 phos inh: qHTS Assay for Inhibitors of the Phosphatase Activity of Eya2; Protein phosphatase EYA2 (Homo sapiens), O00167; recombinant Eya2, OMFP fluorescence dephosphorylation (OMFP is methylfluorescein phosphate); Potency, µM (series often up to 76.9 µM), for inactives: at the top dose activity, negative = inhibition, actives largely listed as inhibitors; 330,000 compounds, 0.006% hits; AID 488837, 2010; also: potency is read from the fitted curve at half-maximal effect
# Target sequence (O00167 whole entry, looked up): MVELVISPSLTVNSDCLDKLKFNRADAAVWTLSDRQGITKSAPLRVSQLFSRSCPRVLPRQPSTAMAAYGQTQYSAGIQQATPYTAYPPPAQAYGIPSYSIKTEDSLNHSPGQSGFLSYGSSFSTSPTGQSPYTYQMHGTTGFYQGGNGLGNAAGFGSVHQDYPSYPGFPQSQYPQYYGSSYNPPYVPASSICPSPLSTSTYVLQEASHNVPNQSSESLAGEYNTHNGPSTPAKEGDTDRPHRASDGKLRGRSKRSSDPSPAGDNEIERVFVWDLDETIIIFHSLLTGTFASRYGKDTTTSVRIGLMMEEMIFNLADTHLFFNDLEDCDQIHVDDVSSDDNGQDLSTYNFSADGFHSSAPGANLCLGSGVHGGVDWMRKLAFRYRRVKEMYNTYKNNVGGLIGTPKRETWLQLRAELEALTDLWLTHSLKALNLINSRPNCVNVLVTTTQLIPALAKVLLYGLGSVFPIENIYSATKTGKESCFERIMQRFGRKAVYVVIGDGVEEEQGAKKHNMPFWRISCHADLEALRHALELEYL
#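 Eya2 protein (added as 0.2 uM solution) was preincubated with compound for 10 min at ambient temperature in 50 mM HEPES pH 7.5, 50 mM NaCl, 5 uM MgCl2, 0.05% BSA, 1 mM DTT. OMFP (added at 50 uM) then reacted 10 min; fluorescence read at 485/525 nm.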
# hERG WT inh: qHTS for Inhibitors of KCHN2 3.1: Wildtype qHTS; Voltage-gated inwardly rectifying potassium channel KCNH2 (Homo sapiens), Q12809; U2OS, BacMam KCNH2, thallium flux FluxOr; stronger effect = lower value; activity change, % at 1.84 µM; 340,000 compounds, 0.37% hits; AID 720551, 2013;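 active = maximum activity change below -70%; inconclusive = maximum activity change between -70% and -50%; inactive = maximum activity change above -50%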
#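 U2OS cells were transduced with wild-type KCNH2 virus (2.03 x 10^8 / mL) for 4 h at room temperature, then cultured overnight at 37 C. Thallium flux was read with FluxOr dye. Rate constants were normalized to DMSO controls.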
# PKM2 activator: qHTS Assay for Activators of Human Muscle isoform 2 Pyruvate Kinase. purified PKM2, Kinase-Glo ATP luminescence, activation; response scale: 0% is enzyme alone, no compound. Potency, µM (titrated, usually from 57.5 µM), for the others: at the highest dose activation, most hits filed as activators. 260,000 compounds, 0.34% hits; also: potency is read from the fitted curve at half-maximal effect; nearly all actives have a fitted effect of over 55% in size
# Target sequence (P14618 whole entry, looked up, canonical isoform): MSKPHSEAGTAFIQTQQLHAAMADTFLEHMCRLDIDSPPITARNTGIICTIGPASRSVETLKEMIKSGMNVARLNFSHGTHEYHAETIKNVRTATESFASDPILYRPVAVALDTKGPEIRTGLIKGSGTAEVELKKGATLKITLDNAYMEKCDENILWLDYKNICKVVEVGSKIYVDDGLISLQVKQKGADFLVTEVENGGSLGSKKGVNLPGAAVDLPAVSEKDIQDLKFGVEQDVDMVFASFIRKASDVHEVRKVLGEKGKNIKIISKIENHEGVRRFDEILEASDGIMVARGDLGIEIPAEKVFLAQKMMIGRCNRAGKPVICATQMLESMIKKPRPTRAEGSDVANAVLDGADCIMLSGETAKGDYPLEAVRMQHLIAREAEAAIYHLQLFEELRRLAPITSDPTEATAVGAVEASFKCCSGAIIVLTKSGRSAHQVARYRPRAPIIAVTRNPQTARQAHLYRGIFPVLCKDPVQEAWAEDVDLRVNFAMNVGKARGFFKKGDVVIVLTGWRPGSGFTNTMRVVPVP
#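 hPK-M2, >95% pure; 0.1 mM ADP / 0.5 mM PEP final; imidazole pH7.2 buffer w/ 7 mM MgCl2, 50 mM KCl; 1 h RT; Kinase-Glo lum. Intermediate enzyme activity for dual inhibitor/activator qHTS.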
# Giardia kill: Small Molecules that selectively kill Giardia lamblia: qHTS. Giardia lamblia trophozoite viability. activity change, % at 7.66 µM, hits read low. 340,000 compounds, 0.15% hits; in the data active = activity change below about -80%; inconclusive = between about -30% and that limit;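 also: parasites exposed to compound for two days anaerobically before the ATP read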
#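 Luminescence from cellular ATP indicates surviving trophozoites (100 cells/well) following 48 hrs anaerobic compound treatment at 37 deg C; signal develops 15-30 min at room temperature.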
# FBPA coupling cs: qHTS Assay for Inhibitors of Fructose-1,6-bisphosphate Aldolase from Giardia Lamblia: Coupling assay counterscreen | 290,000 compounds, 0.67% hits | coupling enzyme system counterscreen, AmpLite Red fluorescence | activity change, negative = inhibition, % at 58.2 µM, hits read low | AID 2472, 2010; in the data active = activity change below about -30%
#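 Final compound at 57.5 uM, incubated 10 min at RT with coupling enzyme reagent (glyceraldehyde-3-phosphate), then 20 min with substrate and AmpLite Red detection. Fluorescence read at 525/598 nm; tests interference with the coupling assay, not aldolase inhibition.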
# USP2a inh: qHTS Assay for Inhibitors of Ubiquitin-specific Protease USP2a Using CHOP2 as the Reporter | Potency, µM (highest dose often 38.3 µM), for inactives: at the top dose activity change, negative = inhibition, actives largely listed as inhibitors | Ubiquitin carboxyl-terminal hydrolase 2 (Homo sapiens), O75604 | USP2 core, Ub-CHOP2 coupled fluorogenic reporter, 485/531 | 330,000 compounds, 0.01% hits;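 also: potency is read from the fitted curve at half-maximal effect; plate controls were DMSO wells for no effect and full inhibition by NEM control for full effect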
#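 USP2 core (10nM final) preincubated 30min RT with compound in 20mM Tris-HCl pH 8.0, 2mM CaCl2, 2mM beta-mercaptoethanol, 0.05% CHAPS; 25nM Ub-CHOP2 plus 25nM reporter substrate added, fluorescence (Ex485/Em531) read after 60min.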
# KCNH2 3.1 block: qHTS for Inhibitors of KCHN2 3.1: Mutant qHTS | AID 720553, 2013 | Potassium voltage-gated channel subfamily H member 2, brain isoform KCNH2 3.1 (human) | 340,000 compounds, 0.95% hits | U2OS KCNH2 3.1, thallium flux FluxOr; stronger effect = lower value | activity change, % (tested at about 1.8 µM);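 active = maximum activity change below -70%; inconclusive = maximum activity change from -70% to -50%; inactive = maximum activity change above -50%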;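 also: thallium influx rate constant from kinetic fluorescence after stimulation buffer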
#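 Kinetic fluorescence (2 min after stimulation buffer) measures Tl+ influx through KCNH2 3.1 expressed by viral transduction in U2OS cells; the rate constant is normalized against DMSO controls serving as positive and negative references.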
# uPA generation: qHTS for Inhibitors of Cell Surface uPA Generation. cell surface uPA generation assay, qHTS. Potency, µM (top dose mostly 38.3 µM), without a hit: at the highest dose activity change, negative = inhibition, most hits filed as inhibitors. 330,000 compounds, 0.31% hits. AID 540303, 2011; active = well fitted inhibition curve with a large enough effect; inconclusive = small, poorly fitted or top-dose-only effect; inactive = no such curve, though single readings can be large or run the other way; tested in mouse RAW 264.7 cells; also: potency is read from the fitted curve at half-maximal effect; nearly all actives have a fitted effect of over 55% in size
# Chronic BCR inh: qHTS Assay to Find Inhibitors of Chronic Active B-Cell Receptor Signaling; ABC-DLBCL IkBa-CBG/CBR reporter, luminescence ratio, 4 h; AID 493014, 2011; Potency, µM (top dose mostly 46.1 µM), for the others: at the highest dose ratio change, negative = lower green/red ratio, most hits filed as inhibitors; 340,000 compounds, 0.05% hits; active = well fitted inhibition curve with a large enough effect in the signal ratio, with a control signal flat, not every such curve was filed as active; inconclusive = small, poorly fitted or top-dose-only effect, or effect the other way, or a change in a side signal; the % refers to the signal ratio;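 also: potency is read from the fitted curve at half-maximal effect; plate controls were basal doxycycline-induced cells for no effect and cells given 10 µM MG132 for full effect; MG132 reads +100%, hits lower the ratio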
#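 Cell line TMD8 (human ABC DLBCL), stably expressing tet-inducible CBG68-IkBa fusion and CBR; IMDM/0.5% FBS; cpd up to 46 uM; dox induction, 4 h, 37C/5% CO2; dual luminescence; green/red ratio; MG132 control.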
# B2AR arrestin: qHTS assay of beta-arrestin-biased ligands of beta2-adrenergic receptor; Beta-2 adrenergic receptor (Homo sapiens), P07550; beta-arrestin recruitment to beta2AR, cell-based reporter; Potency, µM (series often up to 46.1 µM), without a hit: at the highest dose activation, most hits filed as activators; 330,000 compounds, 0.02% hits;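 also: potency is read from the fitted curve at half-maximal effect; 0% = DMSO controls and full agonism = EC100 isoproterenol or metaproterenol; nearly all actives have a fitted effect of over 65% in size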
# An asterisk follows results filed as active; ? = inconclusive; / = not tested or not shown; [ ] = dose if it differs, or a comment. Unless noted, calls follow the shape of the dose curve; as a rule, active = well fitted curve in the direction sought with a large enough effect; inconclusive = small, poorly fitted or top-dose-only effect, or another doubt; inactive = no such curve, though single readings can be large; an effect the other way counts as inactive or inconclusive. Unless noted, % is scaled to controls: 0 for no effect and ±100 for the full control effect.
smiles	KCNH2 3.1 block	uPA generation	GALK inhibitor	Giardia kill	FBPA coupling cs	B2AR arrestin	Eya2 phos inh	Chronic BCR inh	USP2a inh	PKM2 activator	hERG WT inh
CCCN1C(=O)C(=O)N(CC(=O)c2cc(C)n(C3CC3)c2C)C1=O	-1	0%	/	5	/	0.3%	12%	0%	3%	/	-34
CC(C)=CC(=O)OCC(=O)Nc1ccc(Cl)cc1	-8	2%	3%	5	-2	-0.2%	-7%	0%	1%	-4%	-1
O=C(c1cc[n+]([O-])cc1)N1CCc2c([nH]c3ccccc23)C1c1ccccc1Cl (configuration not stated)	-1	1%	6%	-25	-1	0.3%	-2%	-22%	0%	-2%	11
CCCOc1ccc(CC(=O)NCc2ccco2)cc1OC	-8	1%	-3%	2	-1	-0.3%	-13%	-3%	4%	-6%	5
COc1ccc(CN(C)CC(=O)c2c(N)n(Cc3ccccc3)c(=O)n(C)c2=O)c(OC)c1	?	-7%	2%	?	-1	0.0%	9%	?	0%	-3%	-7
CC(C)(C)c1ccc(C(=O)N/N=C/c2ccccn2)cc1	0	?	3%	-1	-8	-0.1%	0%	?	-7%	/	-18
C[C@H](NC(=O)c1nc[nH]c1C(=O)N[C@@H](Cc1ccccc1)C(=O)OC(C)(C)C)c1ccccc1	-2	?	-4%	-8	-5	-0.2%	-18%	-6%	-2%	4%	-17
Cc1nnc(SC(C)C(=O)N2CCc3ccccc32)s1 (configuration not stated)	4	4%	-2%	-2	-3	0.1%	-12%	?	1%	2%	-3
Cc1cccc(OCC(=O)NC(=S)Nc2ccccc2N2CCOCC2)c1	2	7%	0%	-7	5	-2.1%	-3%	3%	-9%	-2%	0
CC(C)N1C(=O)c2ccccc2N(Cc2ccccc2)S1(=O)=O	17	-16%	0%	1	-1	-0.2%	1%	11%	1%	?	2
Cc1c(C(=O)N2CCCCCC2)c(S(=O)(=O)Nc2ccc(F)cc2)c(C)n1C	-5	0%	9%	-3	3	0.4%	4%	3%	4%	-7%	-7
CC1=C(C)C(=O)N(c2ccc(C(=O)O)cc2)C1=O	2	0%	3%	-11	4	-0.4%	10%	-6%	2%	4%	-3
CC(NC(=O)c1ccc(Br)cc1Br)c1ccccc1 (configuration not stated)	1	-3%	5%	-3	-2	-0.4%	5%	22%	-4%	-2%	-5
CCCCN(C(=O)/C=C/c1ccccc1)C1CCS(=O)(=O)C1 (configuration not stated)	1	3%	/	17	/	0.1%	6%	-14%	2%	/	-1
CCN(CC)C(=O)c1[nH]cnc1C(=O)N[C@@H](Cc1ccccc1)C(=O)OCc1ccccc1	8	0%	1%	-2	4	2.7%	-18%	3%	2%	0%	-15
CCOc1ccc(NC(=S)Nc2ccc(OCC)cc2)cc1	11	-6%	0%	-4	0	-0.2%	11%	-4%	-2%	3%	2
Cc1ccc(S(=O)(=O)N2CCCC(C(=O)NCC3COCCO3)C2)cc1 (configuration not stated)	-2	3%	3%	-8	2	-1.0%	-4%	0%	-1%	-1%	7
Cn1cc(S(=O)(=O)N2CCN(c3cccc(Cl)c3)CC2)c(=O)n(C)c1=O	12	-2%	0%	19	3	-0.7%	9%	-8%	2%	2%	-6
Cc1cc2oc(=O)cc(C)c2cc1NC(=O)CCC(=O)O	-9	-5%	0%	13	1	-0.3%	5%	-6%	2%	-6%	6
CCc1cccc(NC(=O)CSCc2cc(=O)[nH][nH]2)c1	9	/	-3%	14	-1	0.2%	6%	-20%	1%	4%	-4
COc1ccccc1OCCNC(=O)C(CCSC)NC(=O)COc1ccccc1 (configuration not stated)	-10	-17%	/	8	/	-3.6%	-2%	?	-1%	/	-2
OCCC1CN(Cc2cccc3c2OCO3)CCN1C1CCCCC1 (configuration not stated)	-4	-12%	-1%	3	1	-0.5%	1%	-9%	2%	0%	/
CC(C)NC(=O)c1ccc(-c2ccccc2C(F)(F)F)o1	1	-11%	0%	-11	-6	0.1%	-6%	?	-6%	14%	-2
C/C(=N\NC(=O)NC1CCCCC1)C1CCCCC1	-9	9%	2%	-10	-2	-3.6%	-4%	6%	2%	1%	-11
Cc1ccc(/C=N/Nc2nncc(-c3ccccc3)n2)o1	1	-1%	1%	3	2	0.1%	10%	?	3%	-1%	-8
COc1ccc(S(=O)(=O)N(C)CC(=O)N2CCN(Cc3ccccc3)CC2)cc1C	-3	/	0%	4	-3	-0.2%	-22%	-1%	2%	-6%	-4
COCc1nc2ccccc2n1Cc1ccc(Br)cc1	-5	8%	3%	26	1	-0.4%	21%	-6%	3%	4%	-1
Cc1cc(C(=O)CNCc2ccco2)c(C)n1-c1ccc(F)cc1	6	-8%	0%	4	-3	-1.0%	11%	-11%	3%	3%	-2
CCCCCCC/C(C)=N/NC(=O)CC(=O)NCCc1ccccc1	-36	-2%	-1%	5	-2	0.2%	6%	-13%	-1%	2%	4
Cc1ccc(-c2cc3nc(C)cc(C)n3n2)cc1	12	-9%	-1%	-12	-7	0.1%	9%	0%	2%	-10%	3
CCOC(=O)C1=C(C)NC(=O)NC1c1ccc(OCC(=O)OC)c(OC)c1 (configuration not stated)	8	3%	1%	-4	6	-0.4%	0%	?	1%	-2%	-2
CNC(=O)c1nn(-c2ccc(C)cc2)ccc1=O	3	-3%	3%	19	3	-1.8%	5%	2%	-1%	4%	-4
S=C(NCc1ccc2c(c1)OCO2)Nc1ccc2nsnc2c1	-2	0%	-3%	34[activator]	-23	-0.9%	3%	1%	-2%	8%	19
CC1CC(C)CN(S(=O)(=O)c2ccc3c(c2)CC(=O)N3)C1 (configuration not stated)	-15	1%	/	3	/	0.3%	5%	1%	2%	/	2
O=C(CSc1ccc(Cl)cc1)Nc1cc(-c2nc3ncccc3o2)ccc1Cl	/	/	-1%	/	3	-0.6%	-7%	0%	-1%	0%	/
Cc1ccc(CCNC(=O)C2CCC(=O)N(Cc3cccc(F)c3)C2)cc1 (configuration not stated)	-1	12%	1%	15	4	-1.1%	7%	6%	2%	3%	-9
CCN(CCCNC(=O)CCc1nc(-c2ccc(OC)cc2)no1)c1cccc(C)c1	-20	5%	0%	2	1	0.3%	1%	-20%	0%	10%	-12
CC(C)c1ccc(CN(C(=O)c2cccs2)C2CCS(=O)(=O)C2)cc1 (configuration not stated)	0	-5%	7%	4	0	-0.2%	-2%	-19%	-1%	3%	2
CCOC(=O)c1nn(-c2ccccc2)c2nnc(Cc3ccc(Cl)cc3)c(=O)n12	-2	-13%	/	8	1	-0.5%	-1%	?	1%	4%	2
COCCN1Cc2cccc(C(=O)Nc3cccc(OC)c3)c2C1=O	-14	-10%	-1%	-18	0	0.3%	-31%	2%	0%	1%	-2
CCN=C1S/C(=C\c2cn(C(C)=O)nc2-c2ccccc2)C(=O)N1CC	-6	/	-3%	-16	1	2.3%	8%	18%	3%	5%	-20
COc1cc(/C=N/O)ccc1OCc1ccc(C(=O)O)cc1	-8	-7%	0%	-27	10	-0.3%	-18%	?	2%	-11%	11
Cc1cccc(OCCOC(=O)c2ccc(F)c(S(=O)(=O)N3CCOCC3)c2)c1	8	3%	/	-6	/	-3.3%	-2%	?	5%	/	4
CCCNC(=O)c1onc(CS(=O)(=O)c2cc(C)cc(C)c2)c1C(=O)NCCC	-23	-1%	/	-16	/	0.2%	13%	1%	3%	/	13
c1cnc2ccc(-c3ccc4ncccc4c3)cc2c1	9	-16%	2%	-23	2	-0.6%	1%	?	2%	1%	-26
COc1ccc(C(=O)CCS(=O)(=O)c2ccc(F)cc2)cc1OC	/	/	0%	/	/	0.3%	-21%	5%	3%	-4%	/
